MazEF act: increases E. coli MazEF RNase cleavage of RNA | 0.32% of 350,000 active | P0AE70 | FAM/BHQ RNA-DNA oligo cleavage fluorescence, 5 h | activation, % at 20 µM; in the data active = activation above about 50%
Target sequence (P0AE70 whole entry, looked up): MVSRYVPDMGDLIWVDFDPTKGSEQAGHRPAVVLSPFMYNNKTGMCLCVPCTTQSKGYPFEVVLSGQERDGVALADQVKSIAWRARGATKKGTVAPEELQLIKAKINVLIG
DUSP3 inh: inhibitors of human VHR1 phosphatase (DUSP3); recombinant VHR phosphatase, pNPP absorbance; inhibition, % at 13.3 µM; 0.52% of 290,000 active; AID 1654; in the data active = inhibition above about 50%; also: some compounds called inactive have numbers as strong as hits
Target sequence (P51452 whole entry, looked up): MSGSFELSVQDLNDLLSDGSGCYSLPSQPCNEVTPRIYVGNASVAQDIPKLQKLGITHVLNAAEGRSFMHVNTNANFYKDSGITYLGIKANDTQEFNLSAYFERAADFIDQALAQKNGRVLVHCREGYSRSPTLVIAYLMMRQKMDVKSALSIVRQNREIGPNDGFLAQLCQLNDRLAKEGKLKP
PrPC TRFRET: cell surface PrPC inhibition, primary TR-FRET screen; TR-FRET read-out; inhibition, % at 13.8 µM; 0.43% of 370,000 active; in the data active = inhibition above about 24%; also: 0% = median of the test wells and 100% = reference compound wells
SARS 3CLpro inh: SARS-CoV 3CLpro protease inhibition; P0C6X7; recombinant SARS-CoV 3CLpro, quenched FRET peptide cleavage; inhibition, % at 6 µM; 0.14% of 290,000 active; AID 1706; in the data active = inhibition above about 12%
Anthrax LF inh2: anthrax lethal factor protease inhibition | P15917 | multiplex microsphere protease cleavage assay, LF | inhibition, % at 10 µM | 0.12% of 360,000 active | AID 588501; also: plate controls were buffer without enzyme for full effect and enzyme alone for no effect
CCHFV vOTU inh: blocks the CCHF virus ovarian tumor domain protease. inhibition, % at 11.5 µM. CCHFV vOTU protease, Pep-AMC fluorescence. AID 651958. 0.55% of 370,000 active; in the data active = inhibition above about 30%; also: 0% = vehicle wells with enzyme and 100% = no enzyme wells
BoNT F protease: inhibitors of Botulinum neurotoxin F light chain protease; Multiplex microsphere protease cleavage assay, flow cytometry; inhibition, % at 10 µM; 0.22% of 360,000 active; in the data active = inhibition above about 35%, passing the limit was not always enough; inconclusive = no clear call, values can overlap the other calls; also: plate controls were buffer without enzyme for full effect and enzyme alone for no effect
Rv3671c protease: inhibits the M. tuberculosis serine protease Rv3671c. 0.048% of 320,000 active. inhibition, % at 5.96 µM. AID 2606; in the data active = inhibition above about 38%;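 also: extracellular domain of Rv3671c used as enzyme; 0% = enzyme with DMSO and 100% = no enzyme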
Target sequence (P9WHR9 whole entry, looked up, the tested form may be a part): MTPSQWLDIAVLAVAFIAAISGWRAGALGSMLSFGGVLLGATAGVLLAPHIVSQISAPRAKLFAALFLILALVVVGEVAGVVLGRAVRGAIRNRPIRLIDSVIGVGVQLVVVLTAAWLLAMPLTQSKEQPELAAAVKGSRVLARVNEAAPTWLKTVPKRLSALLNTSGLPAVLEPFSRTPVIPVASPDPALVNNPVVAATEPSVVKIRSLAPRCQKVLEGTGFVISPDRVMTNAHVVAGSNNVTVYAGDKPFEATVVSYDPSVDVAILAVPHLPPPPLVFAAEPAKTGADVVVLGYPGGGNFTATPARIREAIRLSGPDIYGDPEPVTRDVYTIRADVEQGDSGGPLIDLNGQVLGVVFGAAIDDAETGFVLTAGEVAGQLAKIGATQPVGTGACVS
BoNT-A LC inh2: BoNT A light chain protease inhibition. multiplex microsphere protease substrate cleavage, flow cytometry. inhibition, % at 10 µM. 0.17% of 360,000 active; also: plate controls were buffer without enzyme for full effect and enzyme alone for no effect
SSB-PriA inh: blocks PriA binding to SSB C-terminal tail. AlphaScreen SSBct-PriA binding, biotinylated peptide. inhibition, % at 33 µM. 0.6% of 430,000 active. AID 1272365; in the data active = inhibition mostly above about 37%, no sharp cut-off; inactive = mostly below about 20%;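 also: plate controls were negative control peptide for no effect and reference peptide for full effect; strong numbers were not always called active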
* marks the source's active call; other numbers are inactive results; ? = inconclusive; · = not tested or not shown. Rule as the data show it, unless noted: active = inhibition above about 30%; inconclusive = no clear call, values can overlap the other calls; inactive = below that. Only part of the results is shown; count on the stated rates, not on these rows.

Short keys – A = MazEF act; B = DUSP3 inh; C = PrPC TRFRET; D = SARS 3CLpro inh; E = Anthrax LF inh2; F = CCHFV vOTU inh; G = BoNT F protease; H = Rv3671c protease; I = BoNT-A LC inh2; J = SSB-PriA inh
COc1cc(NC(=O)c2sc3ncn(CC(=O)N4CCCCC4C)c(=O)c3c2C)cc(OC)c1OC (centres undefined)
  A = 9; B = ·; C = -9; D = ·; E = -4; F = 3; G = -3; H = ·; I = -0.4; J = ·

O=C(NCCSCc1c(F)cccc1Cl)Nc1ccccc1
  A = 3; B = -1; C = ·; D = 0; E = 4; F = ·; G = 3; H = -2; I = 3.1; J = 6

COc1ccc(/C=C/C(=O)c2cc3cccc(OC)c3oc2=O)cc1
  A = -20; B = 1; C = -4; D = 3; E = 11; F = 7; G = 2; H = -17; I = 6.7; J = -5

c1ccc(-n2ncc3c2ncn2nc(-c4ccco4)nc32)cc1
  A = -4; B = 25; C = 8; D = 3; E = -3; F = 9; G = -12; H = -2; I = -0.4; J = -8

COc1ccc(CCNC(=O)C(=O)c2cn(CC(=O)N3CCCC3)c3ccccc23)cc1
  A = 3; B = ·; C = 7; D = ·; E = -2; F = -6; G = -9; H = ·; I = -0.4; J = ·

CC(C)OCCCN1CC(=O)N2C(c3cccc([N+](=O)[O-])c3)c3[nH]c4ccccc4c3C[C@H]2C1=O (some centres undefined)
  A = -7; B = -22; C = -15; D = 0; E = -12; F = -1; G = -5; H = 0; I = -0.9; J = 1

Nc1[nH]n(-c2ccccc2)c(=O)c1N=Nc1ccccc1
  A = -4; B = 31; C = 2; D = -2; E = 0; F = -3; G = -4; H = 4; I = -0.4; J = 75*

CCn1c(SCC(=O)NC2CC2)nnc1-c1ccc(OC)cc1
  A = 2; B = 2; C = 5; D = -3; E = 5; F = -6; G = 5; H = 0; I = 4.7; J = -8

CC1CCCCN1C(=O)CN(C)S(=O)(=O)c1cccc2nsnc12 (centres undefined)
  A = 1; B = -14; C = -20; D = -1; E = -3; F = 18; G = -1; H = -18; I = 0.0; J = -5

CCCCC(=O)N1C/C=C\C(c2ccc(OC)cc2)N(Cc2ccc(F)cc2)C(=O)[C@H]1Cc1ccccc1 (some centres undefined)
  A = 4; B = 19; C = ·; D = ·; E = -4; F = ·; G = -5; H = -6; I = 0.2; J = -11

c1ccc(-c2cn3c(n2)CCC3)cc1
  A = -2; B = 12; C = 4; D = -1; E = -3; F = 16; G = -6; H = 7; I = -0.3; J = -13

O=C(NCc1ccccc1)c1nc[nH]c1C(=O)N1CCN(c2ccccc2)CC1
  A = -1; B = ·; C = 4; D = ·; E = -8; F = 9; G = -3; H = -1; I = -0.7; J = 0

Cc1cccc(N2CCN(S(=O)(=O)c3c(C)nc4scc(C)n4c3=O)CC2C)c1 (centres undefined)
  A = 3; B = 36; C = -6; D = 0; E = -1; F = 2; G = -6; H = 7; I = -2.6; J = -7

Cc1ccc(-c2cc(Cc3ccc(F)cc3)c(=O)[nH]n2)cc1
  A = 1; B = 12; C = 7; D = 3; E = 6; F = -2; G = -12; H = 2; I = 0.2; J = -5

CCC(=O)Nc1sc2c(c1C#N)CCCCC2
  A = 0; B = 19; C = 5; D = 1; E = -4; F = 12; G = -3; H = -6; I = 0.4; J = -13

O=C(Nc1ccncc1)c1cc(F)cc(F)c1
  A = -1; B = 7; C = 3; D = -2; E = -4; F = 4; G = 3; H = 2; I = -0.4; J = 0

CCN1CCC(NC(=O)Nc2ccc(F)cc2)CC1
  A = -16; B = 26; C = 0; D = 6; E = -1; F = -13; G = -1; H = 7; I = -1.3; J = 0

Cn1c(=O)c([N+](=O)[O-])c(NCC(O)c2ccccc2)c2ccccc21 (centres undefined)
  A = -12; B = -4; C = -11; D = -4; E = -2; F = -6; G = -15; H = -7; I = -1.0; J = -4

O=C(Cc1cccc2ccccc12)Nc1ccccc1C(=O)O
  A = -7; B = 20; C = 4; D = -1; E = -5; F = 11; G = 0; H = 6; I = 1.6; J = -17

COc1ccc(-c2noc(CCC(=O)NCCCN3CCN(c4ccccc4F)CC3)n2)cc1
  A = 4; B = 8; C = -1; D = -4; E = 0; F = -2; G = -2; H = -11; I = 0.0; J = 2

Single records, from the list above. Order of screens: MazEF act	DUSP3 inh	PrPC TRFRET	SARS 3CLpro inh	Anthrax LF inh2	CCHFV vOTU inh	BoNT F protease	Rv3671c protease	BoNT-A LC inh2	SSB-PriA inh
`COc1cc(NC(=O)c2sc3ncn(CC(=O)N4CCCCC4C)c(=O)c3c2C)cc(OC)c1OC` (centres undefined) as listed: 9	·	-9	·	-4	3	-3	·	-0.4	·
`Nc1[nH]n(-c2ccccc2)c(=O)c1N=Nc1ccccc1` as listed: -4	31	2	-2	0	-3	-4	4	-0.4	75*
`Cc1ccc(-c2cc(Cc3ccc(F)cc3)c(=O)[nH]n2)cc1` as listed: 1	12	7	3	6	-2	-12	2	0.2	-5

More results.
Short keys – A = MazEF act; B = DUSP3 inh; C = PrPC TRFRET; D = SARS 3CLpro inh; E = Anthrax LF inh2; F = CCHFV vOTU inh; G = BoNT F protease; H = Rv3671c protease; I = BoNT-A LC inh2; J = SSB-PriA inh
O=C(CN1CCN(Cc2ccc(Cl)cc2)CC1)N1CCc2ccccc21
  A = 3; B = 31; C = 3; D = -4; E = 8; F = 10; G = -8; H = -3; I = 1.1; J = -5

COc1cc(NC(=O)COc2ccc(Cl)cc2)ccc1-c1cc2ccccc2oc1=O
  A = -2; B = 38; C = 0; D = 1; E = 0; F = -18; G = 3; H = -26; I = 0.6; J = -15

CC1(C)CC(=O)C(C=NC2CC(C)(C)NC(C)(C)C2)=C(O)C1
  A = -4; B = 15; C = 0; D = -4; E = -1; F = -2; G = -5; H = -5; I = 0.0; J = -9

O=C(Cn1nnc2ccccc2c1=O)Nc1cc(C(F)(F)F)ccc1N1CCOCC1
  A = 3; B = 12; C = 2; D = 3; E = 0; F = 11; G = 0; H = -11; I = -0.2; J = -10

CCOC(=O)CNC(=O)CSc1nc(N(C)C)nc(N2CCOCC2)n1
  A = 0; B = -10; C = -3; D = -3; E = -2; F = 2; G = -31; H = -3; I = -0.9; J = -5

CC(=O)c1cccc(NC(=O)NC(C)c2ccncc2)c1 (centres undefined)
  A = -7; B = 4; C = -5; D = -8; E = -4; F = -3; G = -8; H = 4; I = -0.3; J = 0

CC(C)c1ccc(NC(=S)NN2C(C)CCCC2C)cc1 (centres undefined)
  A = 4; B = 18; C = -3; D = 5; E = -10; F = 17; G = -6; H = -7; I = -1.2; J = 2

O=C(COc1ccc(S(=O)(=O)Nc2ccccc2)cc1)NCc1ccccn1
  A = 6; B = 7; C = -5; D = -3; E = 0; F = -1; G = -8; H = ·; I = 0.7; J = -3

Cn1c(=O)[nH]c(=O)c2c1nc1n2CCCN1Cc1ccccc1
  A = 3; B = 7; C = -4; D = 0; E = ·; F = -11; G = ·; H = 0; I = ·; J = 0

O=C(Cc1ccccc1)Nc1ccc2oc(-c3ccncc3)nc2c1
  A = 12; B = -33; C = 6; D = 1; E = -2; F = -5; G = -6; H = -5; I = 0.2; J = 0

COc1ccc(C)cc1NC(=O)CCNS(=O)(=O)c1cccc(C(F)(F)F)c1
  A = 4; B = 20; C = 12; D = -1; E = -2; F = 8; G = -3; H = 2; I = -1.2; J = 0

CC(=O)NCCNc1nc2cc(-c3cc(F)ccc3C)sc2c(=O)n1C
  A = ·; B = ·; C = -9; D = ·; E = 2; F = -13; G = -6; H = ·; I = 0.1; J = ·

Cc1cc(OC(F)F)ccc1NC(=O)Nc1ccc([N+](=O)[O-])cc1
  A = -1; B = 36; C = 11; D = 2; E = 0; F = -5; G = -9; H = -38; I = -0.3; J = 5

O=[N+]([O-])c1cc(F)c(N2CCCCCC2)cc1N1CCNCC1
  A = 10; B = 8; C = -6; D = 2; E = -4; F = 1; G = -19; H = 1; I = -0.3; J = 20

CCN(C(=O)c1cccnc1SC)C12CC3CC(CC(C3)C1)C2
  A = -23; B = 16; C = -5; D = 0; E = 7; F = 4; G = -4; H = -7; I = -2.2; J = 0

COc1cc(NC(=O)COC(=O)CNC(=O)c2ccc(Cl)cc2)c(C)cc1[N+](=O)[O-]
  A = 10; B = -1; C = -4; D = -5; E = -1; F = -7; G = 6; H = 1; I = 0.7; J = 0

O=C(NCCCN1CCC(Cc2ccccc2)CC1)C1CC(=O)N(C2CCCCCC2)C1 (centres undefined)
  A = -1; B = 7; C = -11; D = 1; E = -3; F = -3; G = -3; H = -9; I = -1.4; J = -2

Cn1c(N)nc2ccccc2c1=O
  A = 1; B = 21; C = -4; D = 3; E = -23; F = -24; G = ?; H = -4; I = 0.3; J = 1

CC(/C=N/NC(=O)Cc1cccs1)=C\c1ccco1
  A = -2; B = 21; C = -4; D = 0; E = 0; F = 15; G = 1; H = 8; I = ?; J = ·

CN(CC1CCCN(CCc2ccc(Cl)cc2)C1)C(=O)c1ccc2nc[nH]c2c1 (centres undefined)
  A = 1; B = 14; C = -2; D = -2; E = 1; F = -3; G = 10; H = 8; I = 0.3; J = -6

O=C(NCc1cc(F)ccc1F)C1CCC(=O)N(C2CCCCCC2)C1 (centres undefined)
  A = 5; B = -3; C = 2; D = -3; E = 1; F = -11; G = -4; H = -4; I = -0.5; J = -20

Clc1ccccc1CSc1cnnc2ccccc12
  A = 9; B = ·; C = 0; D = ·; E = -3; F = -5; G = -2; H = ·; I = 0.3; J = 1

O=C(Nc1ccc(Cl)cc1)N1CCC(c2ccccc2)C1 (centres undefined)
  A = 0; B = 7; C = 15; D = 1; E = -3; F = 4; G = -10; H = 2; I = -0.4; J = -28

O=C(COc1ccccc1Cl)Nc1ccc2[nH]c(=O)[nH]c2c1
  A = 1; B = ·; C = 5; D = ·; E = -4; F = -6; G = -10; H = ·; I = -1.0; J = -19

O=C1NC[C@H](CC2CCCCC2)N(CCc2cc(C(F)(F)F)cc(C(F)(F)F)c2)C1=O
  A = ·; B = ·; C = -1; D = ·; E = 5; F = 6; G = 9; H = ·; I = -0.3; J = ·

Cn1c(CC(=O)Nc2ccc(Cl)c(Cl)c2)nnc1SCC(=O)Nc1nccs1
  A = 2; B = 9; C = -4; D = 4; E = -2; F = 12; G = 4; H = 0; I = -0.2; J = -8

CCN(CC)C(=O)Nc1ccc(Br)cc1
  A = 7; B = 14; C = -1; D = 0; E = -4; F = 3; G = -3; H = 3; I = -0.7; J = -14

CCNc1nc(NCC)n2c(SCC(=O)Nc3ccccc3Cl)nnc2n1
  A = -11; B = ·; C = 0; D = ·; E = 0; F = 4; G = 2; H = 1; I = 2.9; J = -1

CCOC(=O)C1(Cc2cccc(Cl)c2)CCCN(C(=O)CCN2CCCC2=O)C1 (centres undefined)
  A = ·; B = 6; C = -6; D = -3; E = 0; F = 11; G = -7; H = 4; I = 2.0; J = ·

O=C(O)c1cccc(NC(=S)NC(=O)c2ccc3ccccc3c2)c1
  A = -8; B = 11; C = -5; D = 5; E = 0; F = 5; G = 9; H = -17; I = 2.4; J = 10

COc1cc(C)ccc1OCCCCOc1ccccc1C(C)=O
  A = 6; B = -4; C = 7; D = 10; E = 1; F = 8; G = 1; H = 6; I = 0.3; J = -16

COc1ccc2nc3c(cc2c1)c(NC(=O)c1cccs1)nn3CC(C)C
  A = -1; B = 7; C = -1; D = 6; E = 11; F = -2; G = -1; H = -10; I = 10; J = -102

COc1ccc(/C=C2\CCc3ccccc3C2=O)cc1OC
  A = -10; B = 10; C = 9; D = 0; E = 0; F = -5; G = 3; H = -10; I = -0.5; J = 9

Source: PubChem BioAssay
